HKDC1 inh: HKDC1 hexokinase inhibitors, primary screen, biochemical, fluorescence, uHTS; Q2TB90; hit rate 0.16% among 340,000; recombinant HKDC1, G6PDH/diaphorase resazurin coupled fluorescence; inhibition, % at 20 µM;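 active means inhibition above about 35% when tested at 20 µM, limit read from the data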;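 further: plate controls were DMSO wells with enzyme for no effect and DMSO wells lacking enzyme for full effect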
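Test system: recombinant HKDC1 (HK5) hexokinase enzyme, produced in-house; Amount: enzyme 5 µg/mL final; Buffer or medium: Tris pH 8.0 buffer with MgCl2, Tween-20, BSA, BME; Reagent: glucose and ATP substrates; Doses: 20 µM test compound, 1% DMSO; Incubation: 90 min reaction incubation at room temperature, dark; Detection: resorufin fluorescence at 613 nm.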
Apaf1 inhib: inhibitors of human Apaf-1 apoptosome, primary screen, biochemical, DEVD-Rh110 fluorescence, uHTS. Apoptotic protease-activating factor 1 (Homo sapiens), O14727. reconstituted apoptosome caspase-3 activity. inhibition, % at 20 µM. hit rate 0.71% among 330,000. AID 489030, 2010; active means inhibition of at least 40% at 20 µM;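 further: plate controls were DMSO wells for no effect and DEVD-CHO caspase inhibitor wells for full effect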
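Assay system: Apoptosome proteins | Medium: pH 7.5 Hepes buffer with CHAPS, BSA, DTT | Also added: Cytochrome c and DEVD-Rh110 substrate | Times: 30 min plus 50 min, RT | Detection: Rhodamine 110 fluorescence at Ex 480/Em 540 nm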
SENP8 block-1: human SENP8 protease inhibitors, primary screen, biochemical, fluorescence, Nedd8 protein substrate, uHTS; Sentrin-specific protease 8 (Homo sapiens), Q96LD8; recombinant SENP8; inhibition, % at 20 µM; hit rate 0.64% among 360,000; AID 602440, 2012; in the data active means inhibition mostly above about 40%, no sharp cut-off; inactive means mostly below about 27%
Target sequence (Q96LD8 whole entry, looked up): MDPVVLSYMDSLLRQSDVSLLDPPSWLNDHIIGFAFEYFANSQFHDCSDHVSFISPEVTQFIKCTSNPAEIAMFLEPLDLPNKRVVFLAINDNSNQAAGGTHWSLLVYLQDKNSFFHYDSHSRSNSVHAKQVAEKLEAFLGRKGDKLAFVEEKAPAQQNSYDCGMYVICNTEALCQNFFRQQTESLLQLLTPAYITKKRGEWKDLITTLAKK
SENP1 FRET inh: human SENP1 catalytic domain inhibitors, primary screen, biochemical, FRET, uHTS. Sentrin-specific protease 1 (Homo sapiens), Q9P0U3. recombinant SENP1 catalytic domain, CyPet-SUMO1-YPet FRET cleavage. inhibition, % at 10 µM. hit rate 0.21% among 360,000;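 active means inhibition at least 30% at 10 µM, raw YFP signal under a set limit, fluorescence ratio 0.5 to 1.5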;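 further: 0% = enzyme with DMSO and 100% = no enzyme wells; some results filed as inactive read as strong as hits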
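Test system: recombinant human SENP1 catalytic domain, His6-tagged / Medium: pH 8 Tris buffer with EDTA, NaCl, BME, BSA, NP40, catalase / Also added: SUMO1 FRET substrate flanked by Cypet and Ypet, 25 nM / Times: 50 min reaction at room temperature / Signal: FRET, CFP and YFP emission / Control set: no-enzyme low control and enzyme-plus-DMSO high control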
SENP8 block-2: SENP8 protease inhibitors, primary screen, biochemical, luminescence; Sentrin-specific protease 8 (Homo sapiens), Q96LD8; purified SENP8, Z-RLRGG-aminoluciferin cleavage; inhibition, % at 10 µM; hit rate 1.2% among 330,000; AID 2540, 2010; in the data active means inhibition above about 50%
SENP6 block: SENP6 protease inhibitors, primary screen, biochemical, luminescence, uHTS; AID 2599, 2010; hit rate 1.8% among 330,000; Sentrin-specific protease 6 (Homo sapiens), Q9GZR1; inhibition, % at 10 µM; Recombinant SENP6 catalytic domain, aminoluciferin luminescence;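 active means inhibition above about 50% at the single tested dose, limit read from the data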;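 further: plate controls were DMSO wells with enzyme for no effect and DMSO wells lacking enzyme for full effect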
Target sequence (Q9GZR1 628-1112 limits assumed): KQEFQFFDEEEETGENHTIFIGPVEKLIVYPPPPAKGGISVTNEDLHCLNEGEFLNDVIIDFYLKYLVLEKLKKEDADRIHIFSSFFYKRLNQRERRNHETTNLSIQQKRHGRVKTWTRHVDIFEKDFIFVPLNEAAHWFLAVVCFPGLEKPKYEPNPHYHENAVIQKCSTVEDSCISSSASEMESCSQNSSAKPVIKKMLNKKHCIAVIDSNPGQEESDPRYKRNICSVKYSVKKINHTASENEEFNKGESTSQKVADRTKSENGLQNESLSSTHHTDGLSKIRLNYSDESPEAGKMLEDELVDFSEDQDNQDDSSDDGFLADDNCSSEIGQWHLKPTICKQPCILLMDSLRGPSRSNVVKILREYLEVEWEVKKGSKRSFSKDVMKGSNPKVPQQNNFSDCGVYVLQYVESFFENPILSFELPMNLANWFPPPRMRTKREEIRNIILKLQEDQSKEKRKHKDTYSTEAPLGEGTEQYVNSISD
PfGluPho inh: PfG6PD enzyme inhibitors, primary screen, biochemical, fluorescence intensity, uHTS; glucose-6-phosphate dehydrogenase-6-phosphogluconolactonase (Plasmodium falciparum 3D7); PfGluPho enzyme, NADPH resazurin-diaphorase fluorescence; inhibition, % at 20 µM; hit rate 0.78% among 350,000; AID 504690, 2011;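 active means inhibition reaching at least a set limit at 20 µM in the primary screen, cut at about 59% in these data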;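 further: 0% = DMSO wells with substrate and 100% = DMSO wells lacking glucose-6-phosphate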
SENP7 inh: SENP7 protease inhibitors, primary screen, biochemical, luminescence, uHTS; Sentrin-specific protease 7 (Homo sapiens), Q9BQF6; recombinant SENP7, Z-RLRGG-aminoluciferin luminescence, 40 min; inhibition, % at 5 µM; hit rate 1.5% among 330,000;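 active means inhibition above about 50% at the single test dose, limit read from the data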;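 further: plate controls were DMSO with enzyme for no effect and no enzyme buffer wells for full effect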
Target sequence (Q9BQF6 706-1050 limits assumed): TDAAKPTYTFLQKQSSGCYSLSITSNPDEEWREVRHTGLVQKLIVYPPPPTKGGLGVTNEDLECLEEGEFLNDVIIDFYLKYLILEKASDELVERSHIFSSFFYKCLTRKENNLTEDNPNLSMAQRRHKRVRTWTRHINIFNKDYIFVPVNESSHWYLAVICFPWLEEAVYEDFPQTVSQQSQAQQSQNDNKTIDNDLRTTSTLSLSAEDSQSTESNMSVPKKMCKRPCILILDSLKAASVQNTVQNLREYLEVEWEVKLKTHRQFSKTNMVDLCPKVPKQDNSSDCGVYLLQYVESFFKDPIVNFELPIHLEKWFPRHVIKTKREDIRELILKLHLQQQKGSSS
Starred values were filed as active, the others as inactive; / = not tested or not shown.

SMILES | HKDC1 inh | Apaf1 inhib | SENP8 block-1 | SENP1 FRET inh | SENP8 block-2 | SENP6 block | PfGluPho inh | SENP7 inh
Cc1nn(-c2ccccc2)c(N)c1Sc1cccc([N+](=O)[O-])c1 | 3 | -4 | 5 | 3 | 2 | 9 | -5 | 2
COc1ccc(-c2csc(N(CCCN(C)C)C(=O)c3ccc(C)cc3)n2)cc1 | -5 | 11 | 15 | 1 | 2 | 10 | 18 | 2
Cc1csc2nc(SCC(=O)Nc3ccccc3F)[nH]c(=O)c12 | -5 | 0 | 6 | 0 | -10 | 0 | 1 | 15
O=C(O)COc1ccc(/C=N/NC(=O)/C(=C/C=C/c2ccccc2)NC(=O)c2ccccc2)cc1 | -3 | -1 | -35 | 4 | -10 | -34 | -32 | 2
Cn1c(=O)c2[nH]c(C3CC3)nc2n(C)c1=O | -7 | / | 9 | 3 | / | / | 0 | /
Cc1cccc(N2CCN(C(=O)c3ccc(Cl)c(S(=O)(=O)NCc4ccco4)c3)CC2)c1C | 5 | 24 | 21 | -3 | -5 | -14 | -1 | -3
O=C(OCc1cc(=O)n2ccsc2n1)C1(c2ccc(Cl)cc2)CC1 | -3 | 17 | -68 | 0 | -10 | -13 | 1 | -10
CN(C)CCN(C(=O)c1ccc(S(=O)(=O)N(C)c2ccccc2)cc1)c1nc2ccc(Cl)cc2s1 | -1 | 10 | -6 | 0 | -9 | -14 | 12 | -11
O=C(Nc1cccnc1)c1cn(-c2ccccc2)nc1-c1cccs1 | -7 | -11 | 4 | -2 | 2 | -4 | 16 | -2
CN(Cc1ccccc1)C(=S)NC(=O)c1ccc(-c2ccccc2)cc1 | 11 | 1 | 18 | 2 | -2 | 2 | -18 | 2
Cc1cc(CSc2ccccc2)ccc1NC(=O)c1ccc(Cl)c([N+](=O)[O-])c1 | 3 | 15 | 9 | 0 | -5 | -17 | 12 | 10
C(=N\Nc1ccccn1)/c1c[nH]c2ccccc12 | -2 | -10 | -148 | -3 | 6 | 18 | 12 | -8
N/C(=N\OC(=O)COc1ccc2ccccc2c1Br)c1ccncc1 | / | 19 | / | / | -15 | -21 | / | -3
CCSc1nnc(NC(=O)COc2ccccc2[N+](=O)[O-])s1 | -3 | -3 | -5 | 0 | 19 | 19 | -7 | -6
COc1ccccc1-n1cnnc1SCC(=O)c1cc(C)n(Cc2cccs2)c1C | 0 | 15 | 9 | -1 | 4 | -1 | -17 | 10
CCOC(=O)C1(CCOC)CCN(C(=O)c2ccc(CSC)o2)CC1 | -3 | 8 | 7 | -1 | -2 | -7 | 4 | 1
CN1C(=O)/C(=C/c2ccccc2Cl)Sc2ccc(C(=O)N3CCCC3)cc21 | -6 | 20 | -9 | 0 | 2 | -10 | -6 | -4
CSc1ncc(CN2CCCC(C(=O)Nc3ccc(-c4ccco4)cc3)C2)cn1 (stereo unspecified) | 1 | 13 | -71 | -14 | 8 | 15 | 12 | -1
Cc1ccc(N(CC(O)CN(C)C)S(=O)(=O)c2ccccc2)cc1 (stereo unspecified) | -4 | -7 | 13 | 1 | 0 | -8 | -9 | 5
CCOc1ccc(N2C(=O)c3cccnc3C2Nc2ccc(F)cc2)cc1 (stereo unspecified) | -8 | 3 | 2 | 0 | 4 | -6 | 0 | 15
Oc1ccc(C[C@@H]2CNCCN2CCC23CC4CC(CC(C4)C2)C3)cc1 | 1 | 47* | 19 | 2 | 5 | -1 | 11 | 6
COc1ccc(C(=O)N=c2sc3c(C)ccc(OC)c3n2C)cc1OC | 1 | -11 | -446 | 4 | 76* | 84* | 22 | 89*
Cc1cc(Br)c(S(=O)(=O)NCCN2CCOCC2)cc1C | -4 | -1 | 5 | -1 | -6 | -10 | 0 | 1
Cc1cc(N/N=C/c2ccc(Cl)cc2)nc(NCc2ccccc2)n1 | -2 | 24 | -9 | -1 | -10 | -23 | 10 | 21

Ordered by molecular weight (ascending): part of the list above.
SMILES | HKDC1 inh | Apaf1 inhib | SENP8 block-1 | SENP1 FRET inh | SENP8 block-2 | SENP6 block | PfGluPho inh | SENP7 inh
C(=N\Nc1ccccn1)/c1c[nH]c2ccccc12 | -2 | -10 | -148 | -3 | 6 | 18 | 12 | -8
CCSc1nnc(NC(=O)COc2ccccc2[N+](=O)[O-])s1 | -3 | -3 | -5 | 0 | 19 | 19 | -7 | -6
Cc1cc(N/N=C/c2ccc(Cl)cc2)nc(NCc2ccccc2)n1 | -2 | 24 | -9 | -1 | -10 | -23 | 10 | 21
Oc1ccc(C[C@@H]2CNCCN2CCC23CC4CC(CC(C4)C2)C3)cc1 | 1 | 47* | 19 | 2 | 5 | -1 | 11 | 6
CN(Cc1ccccc1)C(=S)NC(=O)c1ccc(-c2ccccc2)cc1 | 11 | 1 | 18 | 2 | -2 | 2 | -18 | 2
CCOc1ccc(N2C(=O)c3cccnc3C2Nc2ccc(F)cc2)cc1 (stereo unspecified) | -8 | 3 | 2 | 0 | 4 | -6 | 0 | 15
CCOC(=O)C1(CCOC)CCN(C(=O)c2ccc(CSC)o2)CC1 | -3 | 8 | 7 | -1 | -2 | -7 | 4 | 1
COc1ccc(C(=O)N=c2sc3c(C)ccc(OC)c3n2C)cc1OC | 1 | -11 | -446 | 4 | 76* | 84* | 22 | 89*
Cc1cc(Br)c(S(=O)(=O)NCCN2CCOCC2)cc1C | -4 | -1 | 5 | -1 | -6 | -10 | 0 | 1
N/C(=N\OC(=O)COc1ccc2ccccc2c1Br)c1ccncc1 | / | 19 | / | / | -15 | -21 | / | -3
CSc1ncc(CN2CCCC(C(=O)Nc3ccc(-c4ccco4)cc3)C2)cn1 (stereo unspecified) | 1 | 13 | -71 | -14 | 8 | 15 | 12 | -1
Cc1cc(CSc2ccccc2)ccc1NC(=O)c1ccc(Cl)c([N+](=O)[O-])c1 | 3 | 15 | 9 | 0 | -5 | -17 | 12 | 10

Reformatted with values under each structure: part of the list above.
Each structure is followed by: HKDC1 inh	Apaf1 inhib	SENP8 block-1	SENP1 FRET inh	SENP8 block-2	SENP6 block	PfGluPho inh	SENP7 inh
COc1ccc(C(=O)N=c2sc3c(C)ccc(OC)c3n2C)cc1OC
  1	-11	-446	4	76*	84*	22	89*
CSc1ncc(CN2CCCC(C(=O)Nc3ccc(-c4ccco4)cc3)C2)cn1 (stereo unspecified)
  1	13	-71	-14	8	15	12	-1

Carrying on:
SMILES | HKDC1 inh | Apaf1 inhib | SENP8 block-1 | SENP1 FRET inh | SENP8 block-2 | SENP6 block | PfGluPho inh | SENP7 inh
CCN(CC)S(=O)(=O)c1ccc(C(=O)NCc2ccc3c(c2)cc(C)n3C)cc1 | 0 | 13 | -19 | -20 | -9 | 2 | 5 | 12
COC(=O)c1ccc(C23CC4(C2)[C@H](CN(Cc2ccc(C(F)(F)F)cc2)[C@@H]4c2ccccc2)C3c2ccc(C(F)(F)F)cc2)cc1 (stereo partly specified) | / | 15 | / | / | -8 | 1 | / | -2
COCCCNc1ncnc2c1nc1n2CCCC1 | 0 | 2 | 6 | 2 | -5 | 0 | -11 | -7
CCN(C[C@H]1N[C@@](Cc2ccccc2)(C(=O)OC)[C@H]2C(=O)N(C)C(=O)[C@@H]12)C(=O)COc1ccccc1 | -6 | -7 | 9 | -2 | -1 | -11 | 7 | 4
CCCCC(NC(C)=O)c1nc2ccccc2n1CCCC (stereo unspecified) | -2 | 6 | 21 | 2 | 1 | -20 | -9 | 4
COc1ccc(NS(=O)(=O)c2cccc(C(=O)NCC3CCCO3)c2)cc1 (stereo unspecified) | -1 | -4 | 7 | 4 | 4 | -1 | -4 | -5
CNCCOc1ccccc1C(C)(C)C | -2 | 10 | 19 | 4 | 0 | 7 | 10 | -2
COc1ccccc1NCC(=O)NN=C1CCS(=O)(=O)c2ccc(F)cc21 | 4 | 1 | 6 | -2 | 7 | 6 | 9 | 5
COc1cccc(C(C)NC(=S)NCc2ccc(Cl)cc2)c1 (stereo unspecified) | -9 | 15 | -1 | 2 | -1 | -15 | 6 | -1
COc1ccc(NC2CCCN(C(=O)CCN3CCOCC3)C2)cc1 (stereo unspecified) | 2 | / | 35 | 2 | / | / | 3 | /
COc1ccc(C)cc1-n1ccn(CC(=O)Nc2ccc(Br)cc2F)c(=O)c1=O | 0 | 2 | 2 | 3 | -4 | -10 | -9 | -1
COc1ccc(CCNC(=O)COC(=O)/C=C/c2cccs2)cc1OC | -2 | 0 | 25 | 2 | 0 | 0 | -14 | 3
CCC(C)(C(=O)Nc1ccc(OC)cc1)N(C)C(=O)Cn1nnnc1N (stereo unspecified) | -2 | 2 | 14 | 0 | 2 | -23 | -18 | 3
O=C(CCc1nc2sc3c(c2c(=O)[nH]1)CCCC3)NCCc1ccc(F)cc1 | -5 | 7 | -55 | -18 | -4 | -2 | 7 | 10
Cc1ccc(C)c(Cn2nnc3c(=O)[nH]c(C4CCCN(C(=O)C5CCC5)C4)nc32)c1 (stereo unspecified) | 17 | 19 | 6 | 0 | -6 | -16 | -10 | -6
O/N=C1\CC/C(=N\O)c2nn(-c3ccc(Cl)cc3Cl)nc21 | 0 | -28 | 5 | 2 | 3 | -3 | -21 | 4
COc1ccc(C(C)(C)C)cc1NC(=O)C1CC=CCC1C(=O)O (stereo unspecified) | -6 | -11 | 8 | -1 | -8 | -27 | -6 | -1
CC(C)Oc1cc(NC(=O)CS(=O)CC(=O)Nc2cccc(C(F)(F)F)c2)c(Cl)cc1Cl (stereo unspecified) | 1 | 19 | 9 | 0 | -10 | -4 | 17 | 2
CCOC(=O)Cc1csc(SCC(=O)Nc2nccs2)n1 | 0 | 1 | 10 | 1 | -9 | -11 | -10 | 5
c1ccc(-c2noc(CSc3nnnn3C3CCCCC3)n2)cc1 | -4 | 23 | 6 | 1 | -4 | -4 | 12 | 1
COc1ccccc1N1CCN(C/C(C)=C/c2ccccc2)CC1 | -5 | -14 | 6 | 1 | 1 | -4 | 2 | -1
CCCC(=O)c1cc2ccccc2oc1=O | 2 | -4 | -3 | 0 | 1 | -10 | 11 | -3
CCN(c1ccccc1)S(=O)(=O)c1ccc(OC)c(N=N/C(C(=O)Nc2ccccc2)=C(/C)O)c1 | -1 | 3 | 23 | -16 | 1 | -2 | 2 | -1
CN(C(=O)c1cccnc1)c1nnc(-c2cccnc2)s1 | 1 | -10 | -61 | -1 | 4 | -7 | -2 | 4

High-throughput results: PubChem, Sanford-Burnham Center for Chemical Genomics
